# PRMT1 inh = PRMT1 methyltransferase inhibitors, primary screen, biochemical, fluorescence polarization. recombinant PRMT1, activity-based probe fluorescence polarization. 370,000 tested, 1.3% active. AID 652257, 2013. inhibition, % at 2.79 µM;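 active = inhibition above about 21% made by adding two undisclosed values, limit read from the data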
# HTRA1 inhibitor = HTRA1 serine protease inhibitors, primary screen, biochemical, fluorescence polarization, HTS. Q92743. recombinant HTRA1, FP-rhodamine activity-based probe. inhibition, % at 5.96 µM. 340,000 tested, 0.5% active; in the data active = inhibition above about 36%;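 note: 0% = enzyme with DMSO and 100% = wells lacking enzyme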
# mABHD4 FP = ABHD4 inhibitors, primary screen, biochemical, fluorescence polarization, mouse; (Lyso)-N-acylphosphatidylethanolamine lipase (Mus musculus), Q8VD66; purified mABHD4, FP-Rh probe fluorescence polarization; inhibition, % at 8.92 µM; 370,000 tested, 0.54% active; AID 720543, 2013;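 active = inhibition exceeding the mean over every tested compound plus 3 SD, cut at about 30% in these data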;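 note: 0% = plate median of compound wells and 100% = S159A mutant with DMSO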
#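 Assay system: mABHD4 protein; medium: HEPES pH 7.0, NaCl, Pluronic buffer; dosing: 8.92 µM, single dose; schedule: 45 min + 60 min at 25 °C; signal: FP readout, ex 525 nm / em 598 nm; read-out: normalized percent inhibition of probe labeling; repeats: single replicate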
# LEDGF integ inh = blockers of LEDGF/p75-dependent integrase strand transfer – biochemical, TR-FRET, high throughput, primary screen; HIV-1 integrase (with human LEDGF/p75); TR-FRET IN-LEDGF/p75 DNA integration, Eu/Cy5; 370,000 tested, 0.64% active; inhibition, % at 3.7 µM;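 active = inhibition above the screen-wide mean plus 3 SD, cut at about 13% in these data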;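 note: signal is the Cy5 over europium emission ratio at 671 and 618 nm; 0% = plate median of compound wells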
# rCAG RNA binder = binders of r(CAG) RNA repeats, primary screen, biochemical, fluorescence; r(CAG) RNA repeat, TO-PRO-1 dye displacement fluorescence; inhibition, % at 3 µM; 370,000 tested, 1.3% active;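 active = inhibition above the plate cutoff, the mean of all test compounds on that plate plus 3 SD, cut at about 35% in these data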;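 note: 0% = DMSO alone and 100% = 100 µM mitoxantrone as full dye displacement; higher means more dye released from RNA so lower well fluorescence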
# MBD2 inh = inhibitors of MBD2 binding to methylated DNA, primary screen, biochemical, TR-FRET, DNA-binding domain, human. AID 686964, 2013. 370,000 tested, 0.31% active. inhibition, % at 4.4 µM. MBD2 binding to methylated oligonucleotide; in the data active = inhibition above about 13%
# TDP2 absorb = human TDP2 enzyme inhibitors, primary screen, biochemical, epi absorbance, recombinant enzyme | Tyrosyl-DNA phosphodiesterase 2 (Homo sapiens), O95551 | T5PNP hydrolysis, p-nitrophenol absorbance 415 nm | inhibition, % at 12.8 µM | 370,000 tested, 0.34% active | AID 720702, 2013;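 active = inhibition above the mean of all tested compounds plus 3 SD, set per campaign, cut at about 25% in these data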;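 note: 0% = DMSO with enzyme and 100% = buffer with substrate but no TDP2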
#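 Assay system: Recombinant human TDP2 | Quantity: 120 nM TDP2 per well | Incubation: 2 h at 37 °C | Signal: Epi absorbance | Evaluation: Percent inhibition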
# GC-B act = human GC-B receptor activators, primary screen, HEK293 GC-B cells, cGMP TR-FRET, EC30 CNP; Atrial natriuretic peptide receptor 2 (Homo sapiens), P20594; 0% at EC30 CNP, 100% saturating CNP; activation, % at 10 µM; 370,000 tested, 0.11% active;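 active = activation at 10 µM reaching about 35% in either raw or pattern-adjusted values, limit read from the data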
# Target sequence (P20594 whole entry, looked up): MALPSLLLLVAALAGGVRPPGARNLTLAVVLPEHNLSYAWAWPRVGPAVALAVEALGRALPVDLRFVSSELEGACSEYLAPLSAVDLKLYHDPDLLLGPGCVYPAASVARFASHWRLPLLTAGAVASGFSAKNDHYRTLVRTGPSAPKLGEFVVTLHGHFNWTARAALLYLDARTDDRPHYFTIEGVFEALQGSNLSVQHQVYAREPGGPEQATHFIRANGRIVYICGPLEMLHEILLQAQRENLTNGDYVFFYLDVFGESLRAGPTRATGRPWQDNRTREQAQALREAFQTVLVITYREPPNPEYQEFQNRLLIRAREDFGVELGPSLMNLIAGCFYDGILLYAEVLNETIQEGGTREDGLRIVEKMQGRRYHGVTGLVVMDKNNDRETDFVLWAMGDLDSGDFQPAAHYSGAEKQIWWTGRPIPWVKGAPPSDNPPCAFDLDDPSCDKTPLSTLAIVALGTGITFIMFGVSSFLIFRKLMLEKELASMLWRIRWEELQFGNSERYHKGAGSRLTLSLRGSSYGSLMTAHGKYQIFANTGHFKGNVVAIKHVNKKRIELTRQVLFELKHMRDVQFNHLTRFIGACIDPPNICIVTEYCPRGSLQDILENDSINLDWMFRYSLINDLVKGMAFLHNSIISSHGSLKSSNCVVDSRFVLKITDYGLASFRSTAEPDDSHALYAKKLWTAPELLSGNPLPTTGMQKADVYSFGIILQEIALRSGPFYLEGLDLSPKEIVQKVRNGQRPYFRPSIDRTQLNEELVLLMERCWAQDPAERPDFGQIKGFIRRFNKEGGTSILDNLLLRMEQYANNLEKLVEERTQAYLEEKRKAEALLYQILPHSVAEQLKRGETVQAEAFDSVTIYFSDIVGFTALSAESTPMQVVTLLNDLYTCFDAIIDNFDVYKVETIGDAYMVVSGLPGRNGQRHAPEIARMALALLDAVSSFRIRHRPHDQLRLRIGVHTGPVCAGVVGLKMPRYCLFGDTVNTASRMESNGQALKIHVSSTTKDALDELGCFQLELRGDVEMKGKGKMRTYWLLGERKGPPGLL
# SIAE inh = human SIAE inhibitors, primary screen, biochemical, fluorescence polarization, FP-Rh probe, 1536-well HTS. SIAE FP-Rh probe binding. 370,000 tested, 0.69% active. inhibition, % at 9.66 µM. Sialate O-acetylesterase (Homo sapiens), Q9HAT2. AID 1053197, 2014;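 active = inhibition above a cutoff: mean of compounds within the control limits plus 3 SD of those, cut at about 17% in these data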;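 note: 0% = plate median of compound wells and 100% = probe without SIAE protein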
# TCR CD3 inh = inhibitors of human TCR-CD3 interaction, primary screen, biochemical, fluorescence, TAMRA-labeled TCR probe. T-cell receptor (TCR). 360,000 tested, 0.37% active. inhibition, % at 9.4 µM; in the data active = inhibition above about 19%;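 note: recombinant mutant TCR 2C K166C tagged with TAMRA read by polarization; 0% = receptor in buffer alone and 100% = receptor with positive control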
# The depositor's hits bear a star; nt = no result given. An excerpt; the hit share may differ from the screen's.
1. CCSc1nnc(NC(=O)CCNS(=O)(=O)c2ccccc2F)s1
2. CCOC(=O)c1sc(NC(=S)NC(=O)C2CC2)cc1C
3. Cc1ccc(NC(=O)CNC(=O)OCc2ccccc2)cc1C
4. CCN(CC)c1c2c(c(C#N)c3nc4ccccc4n13)CCC2
5. COC(=O)c1cc2c(c3c4cc(F)ccc4n(S(=O)(=O)c4ccc(OC)cc4)c13)C(=O)N(C)C2
6. CCn1c(=O)c2c(nc3n2CCN3c2ccccc2)n(C)c1=O
7. O=C(CSc1nccn1Cc1ccco1)Nc1cccc(F)c1
8. CCn1c(=O)c(CCC(=O)N2CCN(c3ccccn3)CC2)c(C)c2c(C)nn(-c3ccccc3)c21
9. CCc1ccc(NC(=S)N2CCC(NC(=O)c3ccccc3OC)CC2)cc1
10. COc1ccccc1N(CC(=O)N/N=C/c1ccc(SC)cc1)S(C)(=O)=O

Assay by compound	1	2	3	4	5	6	7	8	9	10
PRMT1 inh	-1	-1	2	2	0	-1	11	-2	-4	-2
HTRA1 inhibitor	-1	2	-3	-1	nt	1	-5	-2	-2	0
mABHD4 FP	-2	-6	1	5	-9	-1	-11	-4	2	10
LEDGF integ inh	-1	-2	4	-1	2	-1	-2	-3	2	-2
rCAG RNA binder	3	1	-4	-3	15	0	-5	3	-2	-1
MBD2 inh	-3	2	2	4	3	-1	8	2	1	3
TDP2 absorb	18	2	-2	-8	-4	7	-21	-14	-3	0
GC-B act	-3	9	2	-6	-9	5	-2	-6	-2	6
SIAE inh	-1	-5	-4	0	-3	6	14	-3	4	3
TCR CD3 inh	4	-6	4	-3	0	7	11	-5	-5	4

11. CCOc1ccc(N(CC(=O)NC2CCCCC2)C(=O)CCC(=O)Nc2nccs2)cc1
12. Fc1ccc(-c2cc(C(F)(F)C(F)F)[nH]n2)cc1
13. CC(C)[C@H](NC(=O)[C@H](Cc1ccccc1)n1c(=O)[nH]c2ccccc2c1=O)C(=O)N1CCC[C@H]1C(=O)O
14. COc1ccccc1C1C(C#N)=C(N)Oc2cc(C)n(Cc3ccccn3)c(=O)c21 (stereo unspecified)
15. COC(=O)C1=C(C)NC(=S)NC1c1ccc(OCC(=O)N2CC(C)OC(C)C2)c(OC)c1 (stereo unspecified)
16. Cc1ccccc1-c1nnc(SCC(=O)N(C)c2c(N)n(Cc3ccccc3)c(=O)[nH]c2=O)n1C
17. O=[N+]([O-])c1ccc(N/N=C/c2ccccc2)c(F)c1
18. O=C(CCS(=O)(=O)c1ccccc1)N1CCN(c2ccc(F)cc2)CC1
19. CCCNC(=O)C1(C)CCN(Cc2ccc(Oc3ccccc3)cc2)C1 (stereo unspecified)
20. CC(C)N(C(=O)CSc1nnc(CSc2ncccn2)n1C)C(C)C

Assay by compound	11	12	13	14	15	16	17	18	19	20
PRMT1 inh	6	-2	-1	-1	-2	-1	-1	2	-2	3
HTRA1 inhibitor	-4	nt	-6	3	3	-2	-15	-6	nt	-2
mABHD4 FP	-6	-8	5	3	4	0	7	-4	0	3
LEDGF integ inh	3	4	-1	-1	4	-2	0	-5	-3	-8
rCAG RNA binder	0	-2	1	3	5	-5	12	-9	-3	-2
MBD2 inh	5	0	-3	-3	-3	1	-2	5	0	-2
TDP2 absorb	-2	4	-8	-2	-8	4	-16	-3	-11	-1
GC-B act	-5	9	4	1	5	2	-2	-4	-5	1
SIAE inh	5	-5	4	-6	4	0	13	0	6	4
TCR CD3 inh	1	2	11	11	7	-1	7	-2	0	-3

# Reformatted: entries from further up
No.	Molecule	PRMT1 inh	HTRA1 inhibitor	mABHD4 FP	LEDGF integ inh	rCAG RNA binder	MBD2 inh	TDP2 absorb	GC-B act	SIAE inh	TCR CD3 inh
5	COC(=O)c1cc2c(c3c4cc(F)ccc4n(S(=O)(=O)c4ccc(OC)cc4)c13)C(=O)N(C)C2	0	nt	-9	2	15	3	-4	-9	-3	0
6	CCn1c(=O)c2c(nc3n2CCN3c2ccccc2)n(C)c1=O	-1	1	-1	-1	0	-1	7	5	6	7

# The listing continues.
21. O=C(Nc1nc2ccccc2s1)C1CC(=O)N(c2ccc(Cl)cc2)C1 (stereo unspecified)
22. Cc1ccc(-c2nnc(Nc3ccc(C(N)=O)cc3)c3ccccc23)cc1S(=O)(=O)NCC1CCCO1 (stereo unspecified)
23. COc1cc(/C=C2/C(C)=C(C#N)c3nc(N)c(C#N)c(C)c32)ccc1OCC(=O)O
24. CC(=O)c1ccc(Nc2nc(C(N)C(C)C)cs2)cc1 (stereo unspecified)
25. O=S(=O)(NCc1cn2ccsc2n1)c1ccc2c(c1)OCCO2
26. O=C(CSc1nccc(=O)[nH]1)c1ccccc1Br
27. COc1ccc(S(=O)(=O)Nc2ccc3c(c2)C(=O)N([C@@H](C)CO)C[C@H](C)[C@H](CN(C)S(=O)(=O)c2ccc(F)cc2)O3)cc1
28. CCOC(=O)c1cc(=O)c2ccc(OCC(=O)Nc3ccc(F)cc3)cc2o1
29. OCC1(CCc2ccccc2)CCN(Cc2ccc(OC(F)F)cc2)CC1
30. COCCNC(=O)Cn1nc(-c2ccc(C)cc2)c2ccccc2c1=O

Assay by compound	21	22	23	24	25	26	27	28	29	30
PRMT1 inh	1	0	27*	1	3	2	-2	-2	-3	0
HTRA1 inhibitor	-41	-32	nt	nt	9	2	-15	-1	-1	6
mABHD4 FP	-15	-3	21	7	0	5	-4	-1	-2	-7
LEDGF integ inh	-4	2	3	-9	-2	-8	0	4	2	0
rCAG RNA binder	7	2	42*	9	2	-1	11	-1	-10	-5
MBD2 inh	4	0	-9	-4	0	2	-1	3	-5	-2
TDP2 absorb	-6	8	1	-5	0	-1	0	7	2	13
GC-B act	0	-2	-1	3	1	-2	6	-4	-4	3
SIAE inh	-12	-16	3	1	-1	15	-1	-1	0	-2
TCR CD3 inh	-7	0	-5	-4	-12	-8	3	4	2	0

31. O=C(NCCCN1CCOCC1)/C(=C/c1ccc(F)cc1)NC(=O)c1ccccc1
32. Cc1cc(C)cc(NC(=O)c2ccc(S(=O)(=O)NCc3cccnc3)cc2)c1
33. COC(=O)/N=C(/Cc1ccc(OC)cc1)c1ccc(OC)cc1
34. CCn1cnc2scc(-c3ccc(C)c(C)c3)c2c1=O
35. CCN(CC)C(=O)C1=C(C)N(CCCOC)C(=O)C(CC(=O)NCc2ccco2)C1 (stereo unspecified)
36. C=CCNC(=O)c1ccc2c(c1)S(=O)(=O)c1ccccc1C2=O
37. C#CCSc1nc2ccccc2n1C(=O)c1ccc(S(=O)(=O)N2CCCCC2)cc1
38. Cc1cccc(C)c1NC(=O)COC(=O)c1ccccc1Nc1ccccc1
39. COc1ccccc1N(CC(=O)Nc1ccccc1C(=O)NCC(C)C)S(C)(=O)=O
40. Cc1ccc(NC(=O)c2c(C)noc2C)cc1S(=O)(=O)N1CCOCC1

Assay by compound	31	32	33	34	35	36	37	38	39	40
PRMT1 inh	0	-4	0	-2	3	-3	-4	2	2	1
HTRA1 inhibitor	6	-8	0	-3	0	-1	2	0	-6	10
mABHD4 FP	1	0	-2	0	-8	8	-3	-4	1	6
LEDGF integ inh	-3	-2	3	-2	11	0	1	3	-2	-1
rCAG RNA binder	0	2	1	-1	4	2	0	2	-6	2
MBD2 inh	-3	1	-5	6	-4	-2	5	-3	4	-1
TDP2 absorb	20	22	15	-12	-9	-6	-4	1	-1	2
GC-B act	-4	3	6	10	-2	1	3	-1	3	4
SIAE inh	-3	-3	1	0	1	0	1	4	-4	-4
TCR CD3 inh	0	6	3	1	-5	-2	0	-3	-4	14

# Random excerpt: 5 records from the list, in no set order.
23. COc1cc(/C=C2/C(C)=C(C#N)c3nc(N)c(C#N)c(C)c32)ccc1OCC(=O)O
40. Cc1ccc(NC(=O)c2c(C)noc2C)cc1S(=O)(=O)N1CCOCC1
38. Cc1cccc(C)c1NC(=O)COC(=O)c1ccccc1Nc1ccccc1
21. O=C(Nc1nc2ccccc2s1)C1CC(=O)N(c2ccc(Cl)cc2)C1 (stereo unspecified)
11. CCOc1ccc(N(CC(=O)NC2CCCCC2)C(=O)CCC(=O)Nc2nccs2)cc1

Assay by compound	23	40	38	21	11
PRMT1 inh	27*	1	2	1	6
HTRA1 inhibitor	nt	10	0	-41	-4
mABHD4 FP	21	6	-4	-15	-6
LEDGF integ inh	3	-1	3	-4	3
rCAG RNA binder	42*	2	2	7	0
MBD2 inh	-9	-1	-3	4	5
TDP2 absorb	1	2	1	-6	-2
GC-B act	-1	4	-1	0	-5
SIAE inh	3	-4	4	-12	5
TCR CD3 inh	-5	14	-3	-7	1

# Next part:
41. NS(=O)(=O)c1ccc(N2CCOCC2)c(C(=O)NCCCSc2ccccc2)c1
42. O=C(COc1ccccc1)NCc1ccc(-n2cccc2)cc1
43. Cc1cc([N+](=O)[O-])cc2c1NC(=O)C2(O)N1CCOCC1 (stereo unspecified)
44. Nn1c(SCC(=O)NCCC2=CCCCC2)nnc1-c1cccnc1
45. CN(CC(=O)Nc1cccc(F)c1)C(=O)c1ccc(S(=O)(=O)N2CCCC2)cc1
46. CC(C)N(C(C)C)S(=O)(=O)c1ccc(N2CCc3ccccc3C2)nc1
47. Cc1cc(C(=O)Nc2ccc(C#N)cc2)on1
48. Cc1cc(-c2ccccc2)nc(N/N=C/c2ccccc2)n1
49. COC(=O)c1c(-c2cccs2)csc1NC(=O)c1cccnc1
50. COCCCC1CCN(Cc2cn[nH]c2-c2cc(OC)c(OC)c(OC)c2)CC1
51. Cc1nn(C)c2ncc(C(=O)c3ccccc3O)cc12
52. O=C(CCl)Nc1ccc(Oc2cnc3ccccc3n2)cc1

Assay by compound	41	42	43	44	45	46	47	48	49	50	51	52
PRMT1 inh	0	-1	0	-3	-1	0	0	-1	1	-2	3	-3
HTRA1 inhibitor	-10	-2	7	-2	-4	-17	-6	-5	-16	1	-5	-2
mABHD4 FP	5	1	-6	2	3	2	1	1	-8	-7	4	-3
LEDGF integ inh	-1	-1	1	6	-2	-6	-6	1	1	-3	0	3
rCAG RNA binder	1	-2	1	5	1	3	0	-1	5	-10	1	-2
MBD2 inh	-1	-4	-4	-2	1	-4	-6	-3	-3	-6	-1	-3
TDP2 absorb	2	0	13	7	4	-6	-3	6	3	3	1	-8
GC-B act	-9	1	-3	9	-1	5	-5	-1	-17	-4	-6	-2
SIAE inh	1	0	2	3	7	2	12	-2	0	4	6	-1
TCR CD3 inh	-5	4	8	0	1	-9	7	3	5	-3	-3	0

# Look-ups from the list:
# Entry of no. 52 in LEDGF integ inh: 3
# Entry of no. 41 in GC-B act: -9
